Screening data: PubChem BioAssay, The Scripps Research Institute Molecular Screening Center
KLK7 zymogen act – activators of human kallikrein-7 zymogen; P49862; purified proKLK7, EDANS-DABCYL substrate fluorescence; 100% is mature enzyme control, 0% vehicle; activation, % at 7 µM; 0.9% of 370,000 active;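 active = activation above the mean of all tested compounds plus 3 SD, computed per campaign excluding outliers beyond control limits, cut at about 13% in these data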
ARFGAP1 inh – rat ARFGAP1 inhibition | Arfgap1-stimulated ARF1 GTP hydrolysis, GDP FP detection | Q62848 | inhibition, % at 16.5 µM | 0.26% of 360,000 active | AID 651572;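 active = inhibition above a per-plate limit, mean inhibition of low control wells plus 3 SD, cut at about 25% in these data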;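 also: 0% = DMSO wells with enzyme and 100% = wells lacking Arfgap1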
Target sequence (Q62848 1-136 limits assumed): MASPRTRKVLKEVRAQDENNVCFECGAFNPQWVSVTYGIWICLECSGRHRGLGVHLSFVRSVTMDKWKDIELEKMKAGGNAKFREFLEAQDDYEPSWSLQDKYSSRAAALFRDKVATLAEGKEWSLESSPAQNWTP
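Repeats: one replicate per compound; assay system: rat Arfgap1 catalytic domain, aa 1-136; times: enzyme reaction 120 min at 25 °C after 20 min preincubation; detection: FP of antibody-bound GDP Alexa 633 tracer, ex 620/em 688 nm; benchmarks: high control wells lacking Arfgap1, low control full reaction with DMSO; reagent: human ARF1(Δ1-17)-GTP substrate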
LEDGF integ inh – blocks HIV-1 LEDGF/p75-dependent DNA integration. inhibition, % at 3.7 µM. TR-FRET IN-LEDGF/p75 DNA integration, Eu/Cy5. 0.64% of 370,000 active;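 active = inhibition above the screen-wide mean plus 3 SD, cut at about 13% in these data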;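 also: signal is the Cy5 over europium emission ratio at 671 and 618 nm; 0% = plate median of compound wells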
ASAP1 GAP inh – inhibitors of human ASAP1 ArfGAP activity | ASAP1-stimulated ARF1 GTP hydrolysis, GDP FP detection | 0.19% of 360,000 active | inhibition, % at 16.5 µM; in the data active = inhibition above about 25%;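 also: 0% = vehicle with enzyme and substrate and 100% = no enzyme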
PLC-gamma1 inh – blocks human PLC-gamma1 enzyme activity; inhibition, % at 12.2 µM; 0.84% of 370,000 active; purified PLC-gamma1, fluorogenic substrate, fluorescence; P19174; in the data active = inhibition above about 9.5%
ADAM17 inh – inhibits human ADAM17; P78536; recombinant ADAM17, EDANS/DABCYL FRET peptide cleavage; inhibition, % at 6.95 µM; 0.83% of 370,000 active;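 active = inhibition above the mean of compounds lying between control limits plus 3 SD, set per campaign, cut at about 8.5% in these data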;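 also: 0% = DMSO-only wells as the low control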
Tn7 DDE FP – DD(E)-Tn7 binding inhibition, primary FP screen; inhibition, % at 8.3 µM; FP displacement of FITC-Tn7 peptide from fibrin DD(E); 0% = median of compound wells per plate; P02675; AID 720508; 0.13% of 370,000 active;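 active = inhibition above the mean of compounds falling within the control limits plus 3 SD of them, cut at about 14% in these data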;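 also: 0% = plate median of compound wells and 100% = 10 µM Aha-Tn7 peptide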
Target sequence (P02675 whole entry, looked up): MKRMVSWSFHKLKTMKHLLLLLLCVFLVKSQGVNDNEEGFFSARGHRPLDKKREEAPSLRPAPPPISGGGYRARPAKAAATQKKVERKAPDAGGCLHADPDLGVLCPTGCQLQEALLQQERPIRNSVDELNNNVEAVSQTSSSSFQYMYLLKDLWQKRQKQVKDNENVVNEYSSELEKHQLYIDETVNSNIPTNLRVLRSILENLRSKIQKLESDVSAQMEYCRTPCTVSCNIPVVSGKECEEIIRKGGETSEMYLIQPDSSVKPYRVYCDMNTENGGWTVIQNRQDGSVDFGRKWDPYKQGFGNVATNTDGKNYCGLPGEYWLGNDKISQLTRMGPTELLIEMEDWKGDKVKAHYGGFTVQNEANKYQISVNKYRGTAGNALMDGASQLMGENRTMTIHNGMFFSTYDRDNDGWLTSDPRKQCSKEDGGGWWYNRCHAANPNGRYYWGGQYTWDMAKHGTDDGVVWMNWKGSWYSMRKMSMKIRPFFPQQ
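system = human fibrin DD(E) protein | quantity = DD(E) 2 µM final | medium = Tris/NaCl/CaCl2 buffer, pH 7.8 | also added = labelled Tn7 tracer, 0.1 µM | compound dosing = single point at 8.3 µM | timing = compound with protein 10 min, then 3 h after probe, room temperature | signal = FP measurement | benchmarks = Aha-Tn7 high control | repeats = one replicate per compound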
DDE Tn6 FP inh – inhibitors of Tn6 peptide binding to human fibrin DD(E). P02675. Fibrin DD(E) TRITC-Tn6 fluorescence polarization displacement. inhibition, % at 8.3 µM. 0.21% of 370,000 active;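 active = inhibition above a per-campaign cutoff: mean of compounds within control limits plus 3 SD, cut at about 15% in these data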;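 also: 0% = median of all compound wells on the plate and 100% = blocking peptide control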
ADAM10 inh – ADAM10 inhibition, QFRET primary screen; O14672; recombinant ADAM10, EDANS/DABCYL FRET peptide cleavage, 3 h; inhibition, % at 7 µM; 0.62% of 370,000 active; AID 720582;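 active = inhibition above a per-campaign cutoff equal to the mean of compounds falling between control-based bounds plus 3 SD, cut at about 20% in these data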;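 also: 0% = DMSO wells while the 100% control is not disclosed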
TDP2 inh – TDP2 (human) inhibition, absorbance primary screen; O95551; recombinant TDP2, T5PNP hydrolysis, p-nitrophenol absorbance 415 nm; inhibition, % at 12.8 µM; 0.34% of 370,000 active;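 active = inhibition above the mean of all tested compounds plus 3 SD, set per campaign, cut at about 25% in these data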;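 also: 0% = DMSO with enzyme and 100% = buffer with substrate but no TDP2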
Target sequence (O95551 whole entry, looked up): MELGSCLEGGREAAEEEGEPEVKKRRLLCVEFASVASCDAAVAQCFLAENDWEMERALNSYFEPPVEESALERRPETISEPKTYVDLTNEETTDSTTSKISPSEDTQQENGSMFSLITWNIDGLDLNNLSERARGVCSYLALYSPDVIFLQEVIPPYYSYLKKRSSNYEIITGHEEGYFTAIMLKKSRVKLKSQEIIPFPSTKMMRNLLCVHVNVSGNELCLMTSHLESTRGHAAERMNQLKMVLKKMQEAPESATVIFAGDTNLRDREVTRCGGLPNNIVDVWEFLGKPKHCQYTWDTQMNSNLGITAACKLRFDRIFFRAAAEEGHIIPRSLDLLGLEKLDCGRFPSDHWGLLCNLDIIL
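Assay system: Recombinant human TDP2 | Quantity: 120 nM TDP2 per well | Incubation: 2 h at 37 °C | Signal: Epi absorbance | Evaluation: Percent inhibition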
Active calls of the source: *; i = inactive; x = not tested or not shown. Rows were taken by chance. About 4.2% of those tested had a hit in this group.

| KLK7 zymogen act | ASAP1 GAP inh | structure | ADAM10 inh | ARFGAP1 inh | Tn7 DDE FP | DDE Tn6 FP inh | PLC-gamma1 inh | TDP2 inh | LEDGF integ inh | ADAM17 inh |
| --- | --- | --- | --- | --- | --- | --- | --- | --- | --- | --- |
| -0.2 | 18 | CCOC(=O)c1cccc(NC(=O)CCc2ccccc2)c1 | -2 | 2 | -1 | -1 | 1 | -11 | -7 | 0 |
| 0.0 | 7 | CC(C)c1nc(SCC(=O)NC2CCCC2)c2c(=O)n(C)c(=O)n(C)c2n1 | -15 | 3 | 2 | 2 | 0 | -3 | 0 | -2 |
| 0.6 | -12 | O=C(CC1SC(N2CCOCC2)=NC1=O)Nc1ccc(Cl)c(C(F)(F)F)c1 (configuration not stated) | -2 | -10 | 2 | 5 | -3 | 12 | 2 | -1 |
| -0.7 | 2 | CCCN(CCC)c1c([N+](=O)[O-])c(=O)oc2ccccc12 | 3 | 13 | 3 | -6 | -1 | 7 | -2 | -4 |
| 0.0 | -6 | O=C(NN1C(=O)C2C3C=CC(C4CC34)C2C1=O)c1cccc(Cl)c1 (configuration not stated) | 4 | 11 | -9 | 7 | 3 | -5 | 5 | -3 |
| -0.4 | 1 | CCOC(=O)c1sc(NC(=O)CSc2nccc(C)n2)c(C#N)c1C | -11 | -4 | 2 | 4 | 0 | 9 | 2 | -4 |
| 0.4 | 3 | CCOc1cc(/C=C2/N=C(c3ccc4c(c3)OCO4)OC2=O)ccc1OC(C)=O | -2 | -3 | -2 | -12 | -2 | 0 | 3 | -1 |
| 0.9 | -1 | COc1ccc(NC(=O)c2nc[nH]c2C(=O)N[C@@H](C)c2ccccc2)cc1 | 12 | -1 | -6 | 5 | 2 | -5 | 1 | 3 |
| -0.4 | -9 | C1=C(CCNc2ncnc3c2cnn3-c2ccccc2)CCCC1 | -2 | 2 | -5 | -2 | -1 | -3 | 0 | 1 |
| -0.7 | -15 | CCCCn1c(N)c(N(CC(C)C)C(=O)CSc2ccc3c(c2)OCCO3)c(=O)[nH]c1=O | -23 | 3 | -6 | -9 | 1 | -3 | -3 | -4 |
| 0.1 | x | CCC(NC(=O)CN1CCN(c2cccc(OC)c2)CC1)c1ccccc1 (configuration not stated) | -8 | x | -2 | 4 | 0 | 7 | -4 | -3 |
| 0.3 | -6 | COc1ccc(C(=O)NC(=S)N2CCCCC2)cc1 | -1 | 4 | -3 | 8 | -3 | -2 | 2 | -5 |
| 0.4 | 6 | CC(=O)Nc1ccc(S(=O)(=O)N(C)c2ccc(OCC(=O)NCCc3ccccc3F)cc2)cc1 | -12 | 14 | 4 | 6 | 0 | 1 | -3 | -1 |
| -1.1 | 0 | CCOc1cc(NC(=S)NCc2ccccc2)c(OCC)cc1NC(=O)C(C)C | -8 | 0 | 0 | 0 | 5 | -18 | -1 | -4 |
| 0.2 | 7 | Cc1ccc(-c2csc(NC(=O)C3CCN(S(=O)(=O)c4cccs4)CC3)n2)cc1 | 8 | 13 | 5 | -4 | 2 | -10 | 0 | 6 |
| 0.0 | x | COC(=O)C1CN(Cc2ccc(OC)cc2)CCS(=O)(=O)N1Cc1ccc(C)cc1 (configuration not stated) | -2 | x | -4 | -2 | 0 | 6 | -2 | -4 |
| 0.2 | 8 | O=C(O)c1cccc(-n2nnnc2SCc2ccccn2)c1 | 7 | 3 | -6 | -4 | 9 | -20 | -1 | 1 |
| 0.7 | 6 | CCOc1ccc(C(=O)CSc2nnc3ccccn23)cc1 | -5 | -1 | -2 | 3 | -1 | -1 | 0 | -2 |
| -1.6 | 4 | COc1ccc(C(C(=O)NC2CCCCC2)n2c(=O)c(-c3ccco3)nc3ccccc32)cc1 (configuration not stated) | -84 | 8 | -7 | -2 | -57 | 4 | 3 | -22 |
| -0.2 | 9 | O=C(NCc1cccnc1)c1ccccc1[N+](=O)[O-] | -9 | 18 | -9 | -15 | -2 | -10 | -10 | 4 |
| 0.1 | 8 | Cc1ccc(-n2ncc3c2CC(C)(C)CC3NC(=O)CCc2ccncc2)cc1 (configuration not stated) | 6 | 6 | -3 | -4 | 4 | -2 | 1 | -4 |
| 0.1 | -4 | Cc1cnc(CNC(=O)c2ccc3nc([C@@H]4O[C@H](CO)[C@H](O)[C@H](O)[C@H]4O)[nH]c3c2)cn1 | 2 | 4 | 10 | 1 | -1 | 0 | -2 | 1 |
| 0.2 | -13 | CCOC(=O)c1c(NC(=O)CN2CCN(C(=O)c3ccco3)CC2)sc2c1CCCC2 | -8 | 2 | 0 | -2 | 0 | 1 | -2 | -4 |
| -0.1 | 5 | Cn1cnnc1Sc1ccc(C(=O)OCC(=O)NCC(F)(F)F)cc1[N+](=O)[O-] | -5 | 13 | -5 | -2 | 2 | -6 | -7 | -8 |
| 0.2 | 4 | C/C(=N\NC(=O)c1cccc(Br)c1)c1cccc(NC(=O)c2ccc(C)o2)c1 | 4 | -5 | -1 | 2 | 0 | -11 | 2 | 2 |
| 0.3 | 6 | Cc1c(C)[n+](=O)c(-c2ccc(Br)cc2)c(C)n1[O-] | -7 | 2 | 6 | 3 | 5 | -13 | -5 | -4 |
| 0.2 | 11 | Cc1ccc(NC(=O)c2ccc(S(=O)(=O)NCc3cccnc3)cc2)cc1C | -2 | -14 | 4 | 6 | 0 | -3 | -1 | 3 |
| -52 | -4 | O=C(c1ccoc1)N1CCN(c2cc(-c3ccco3)nc3cc(-c4ccccc4)nn23)CC1 | i | 8 | -3 | 4 | i | 8 | 4 | -307 |
| -0.3 | -5 | CSCCOC(=O)C1=C(C)NC(=O)CC1c1ccccc1Cl (configuration not stated) | 4 | -1 | 4 | 1 | 2 | -5 | -1 | -1 |
| 1.0 | 4 | O=C(Nc1ccccc1)c1cc2ccccc2s1 | -3 | 12 | 6 | 3 | 2 | -6 | -1 | 2 |
| -0.3 | -5 | CCCc1cc(C(=O)OCC(=O)N2CCN(c3ccc(OC)cc3)CC2)sc1C | -4 | -3 | 4 | 1 | 2 | -3 | 0 | 4 |
| -0.7 | 0 | COc1ccc(C(=O)NCCCCNC(=O)c2ccc(OC)c(OC)c2)cc1OC | 6 | 0 | -1 | 0 | 3 | 6 | 5 | -1 |
| 1.7 | -9 | CC(C)c1cc(Cn2c3ccccc3c(=O)n2C(C)Cn2cc(C3=CCCCC3)nn2)on1 (configuration not stated) | -261 | 4 | -3 | 2 | -22 | -1 | 4 | -61 |
| 0.3 | -32 | CC(C)Cc1nnc(NC(=O)C2CC(=O)N(c3ccc4c(c3)OCCO4)C2)s1 (configuration not stated) | -5 | -1 | 1 | -2 | -8 | -1 | -3 | 0 |
| 0.0 | -1 | COCC(C)n1c(SCC(=O)NC(=O)Cc2ccccc2)nc2ccccc2c1=O (configuration not stated) | -6 | -5 | -6 | 0 | 0 | -6 | 0 | -2 |
| 7.9 | -5 | CCOc1cc(C2C(C#N)=C(N)Oc3cc(N)ccc32)ccc1O (configuration not stated) | -20 | 1 | -5 | 3 | -41 | -6 | 7 | -8 |
| 0.0 | 0 | O=C(c1ccco1)N1CCN(Cc2nnc(-c3ccccc3F)o2)CC1 | 5 | -4 | -4 | 2 | 9.8* | -5 | 4 | 3 |
| 0.0 | -6 | NC(=O)c1ccc(NC(=O)COC(=O)c2ccc([N+](=O)[O-])cc2)cc1 | 9 | 5 | 6 | -2 | -1 | -4 | -6 | -5 |
| -0.2 | 13 | C/C(=N\Nc1ccc(C)c(Cl)c1)c1cccnc1 | -2 | 11 | -2 | -5 | -5 | 5 | -2 | -2 |
| -0.1 | 9 | Cc1cccc(NC(=S)N2CCC(O)CC2)c1C | 1 | 17 | -5 | 5 | 3 | -2 | 0 | 1 |

Reformatted with values under each structure: four of the compounds above.
Results follow in this order: KLK7 zymogen act, ASAP1 GAP inh, ADAM10 inh, ARFGAP1 inh, Tn7 DDE FP, DDE Tn6 FP inh, PLC-gamma1 inh, TDP2 inh, LEDGF integ inh, ADAM17 inh
> CC(C)Cc1nnc(NC(=O)C2CC(=O)N(c3ccc4c(c3)OCCO4)C2)s1 (configuration not stated)
 : 0.3, -32, -5, -1, 1, -2, -8, -1, -3, 0
> COCC(C)n1c(SCC(=O)NC(=O)Cc2ccccc2)nc2ccccc2c1=O (configuration not stated)
 : 0.0, -1, -6, -5, -6, 0, 0, -6, 0, -2
> CCOc1cc(C2C(C#N)=C(N)Oc3cc(N)ccc32)ccc1O (configuration not stated)
 : 7.9, -5, -20, 1, -5, 3, -41, -6, 7, -8
> O=C(c1ccco1)N1CCN(Cc2nnc(-c3ccccc3F)o2)CC1
 : 0.0, 0, 5, -4, -4, 2, 9.8*, -5, 4, 3

Continued.
| KLK7 zymogen act | ASAP1 GAP inh | structure | ADAM10 inh | ARFGAP1 inh | Tn7 DDE FP | DDE Tn6 FP inh | PLC-gamma1 inh | TDP2 inh | LEDGF integ inh | ADAM17 inh |
| --- | --- | --- | --- | --- | --- | --- | --- | --- | --- | --- |
| 0.8 | 3 | Cc1ccc(Cc2cnc(N)s2)o1 | -16 | -1 | -4 | -5 | -20 | 6 | 31* | -1 |
| -0.1 | -6 | CCN(CC)c1ccc(/C=N/n2c(C)cc(C)cc2=O)cc1 | 1 | -4 | -4 | -9 | 4 | -4 | -1 | 1 |
| -0.6 | 4 | CC(C)CN(C(=O)CSc1nnc(C2CC2)n1-c1ccccc1)C1CCS(=O)(=O)C1 (configuration not stated) | -16 | 2 | 6 | 0 | 1 | -3 | 0 | -4 |
| 0.7 | -7 | CC(C)(C)c1ccc(C(=O)Nc2cccc([N+](=O)[O-])c2)cc1 | 12 | 3 | 11 | -1 | 4 | 1 | -1 | 5 |
| 0.3 | -1 | CCn1c(SCC(=O)Nc2ccc(OC)cc2)nc2c(c1=O)SCC2 | 3 | 10 | -1 | 5 | 1 | 8 | 2 | -3 |
| 0.4 | 4 | CCN1CCN(c2ccccc2NC(=O)C(C)Oc2ccc(C(C)=O)cc2)CC1 (configuration not stated) | -11 | 8 | -2 | -1 | -1 | 6 | -2 | -4 |
| 0.8 | 4 | CNC(=O)c1ccsc1NC(=O)CN1C(=O)CCC1=O | -13 | 10 | 6 | -1 | -1 | 1 | 3 | -7 |
| -0.2 | -6 | CN(Cc1cccc(F)c1)C(=O)c1ccc(S(=O)(=O)N2CCCCCC2)cc1 | 0 | 11 | -9 | -1 | -1 | 5 | 1 | -2 |
| 0.5 | -1 | N/C(=N\OC(=O)COc1ccc2ccccc2c1Br)c1ccccn1 | 7 | 12 | 4 | -2 | -3 | 3 | -2 | 2 |
| 0.5 | -5 | O=C(c1ccco1)N1CCC(c2nc3ccccc3[nH]2)CC1 | -3 | 4 | 2 | 2 | 2 | -1 | 5 | 0 |
| -0.4 | -2 | Cc1cc(S(=O)(=O)N2CCc3ccccc3C2)ccc1F | 22* | -8 | -6 | 2 | 4 | -22 | 1 | 2 |
| 0.4 | -1 | Fc1ccccc1/C=N/Nc1cc(N2CCCCC2)ncn1 | -2 | 6 | -2 | -4 | 0 | -3 | -4 | -4 |
